# Screening data deposited in PubChem BioAssay by National Center for Advancing Translational Sciences (NCATS).
# DT40 TDP1 no CPT = qHTS for Inhibitors of human tyrosyl-DNA phosphodiesterase 1 (TDP1): qHTS in cells in absence of CPT | DT40 Tdp1-/- hTDP1 cells, no CPT, ATP luminescence, 48 h | Potency, µM (top dose mostly 46.2 µM), inactives show at the highest dose activity change, negative = growth inhibition, most hits filed as inhibitors | 420,000 compounds, 15% hits | AID 686978, 2013; also: nearly all actives have a fitted effect of over 55% in size
#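 Stably hTDP1-transfected Tdp1-null chicken DT40 cells were treated with library compounds minus camptothecin and grown for at least 48 hr at 37 °C, after which cellular ATP was quantified by luminescence.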
# DT40 TDP1 CPT = growth inhibition of DT40 Tdp1-/-;hTDP1 cells with camptothecin (screen for TDP1 inhibitors); Potency, µM (series often up to 46.2 µM), for inactives: at the top dose activity change, negative = growth inhibition, most hits filed as inhibitors; AID 686979; 420,000 compounds, 12% hits; chicken DT40 Tdp1-/-;hTDP1 cells + 20 nM CPT, ATP luminescence, 48 h; also: nearly all actives have a fitted effect of over 55% in size
#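 Chicken DT40 Tdp1-/- cells stably complemented with human TDP1 were seeded at 400 cells/well in medium containing 20 nM camptothecin, exposed to pin-transferred compounds, and grown at 37 °C for at least 48 hr. Viability was read as ATP luminescence.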
# KAT2A inh = inhibitors of human GCN5L2 histone acetyltransferase. GCN5L2 HAT assay, ThioGlo1 CoA-SH fluorescence. Potency, µM (highest dose often 58.9 µM), without a hit: at the top dose activity change, negative = inhibition, actives largely listed as inhibitors. 390,000 compounds, 0.21% hits. AID 504327
# Target sequence (Q92830 whole entry, looked up): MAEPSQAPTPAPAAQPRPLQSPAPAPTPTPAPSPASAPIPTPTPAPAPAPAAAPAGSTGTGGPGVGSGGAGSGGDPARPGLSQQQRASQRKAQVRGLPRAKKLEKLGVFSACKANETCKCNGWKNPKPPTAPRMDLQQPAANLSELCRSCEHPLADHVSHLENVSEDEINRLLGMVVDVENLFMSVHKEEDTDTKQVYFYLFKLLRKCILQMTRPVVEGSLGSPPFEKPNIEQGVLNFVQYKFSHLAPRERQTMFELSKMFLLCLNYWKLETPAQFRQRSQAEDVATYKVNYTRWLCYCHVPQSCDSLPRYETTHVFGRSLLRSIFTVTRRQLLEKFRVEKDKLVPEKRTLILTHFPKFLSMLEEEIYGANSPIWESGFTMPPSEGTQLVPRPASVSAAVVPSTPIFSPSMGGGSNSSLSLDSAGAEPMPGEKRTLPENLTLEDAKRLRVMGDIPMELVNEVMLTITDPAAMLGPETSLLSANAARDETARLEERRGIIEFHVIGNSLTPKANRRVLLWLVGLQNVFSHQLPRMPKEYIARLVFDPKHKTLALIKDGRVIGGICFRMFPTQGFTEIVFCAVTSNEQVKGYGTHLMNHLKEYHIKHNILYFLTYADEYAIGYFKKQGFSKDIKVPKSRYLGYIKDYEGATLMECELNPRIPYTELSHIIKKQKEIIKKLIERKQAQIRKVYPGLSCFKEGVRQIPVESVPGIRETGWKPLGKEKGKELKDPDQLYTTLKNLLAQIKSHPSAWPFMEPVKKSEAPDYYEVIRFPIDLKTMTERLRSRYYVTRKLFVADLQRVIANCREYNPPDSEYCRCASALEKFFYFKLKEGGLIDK
#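 Titration-based screen in which CoA formation is detected via maleimide probe ThioGlo1 (50uM) turning fluorescent on thiol reaction; substrates H3(1-25) 75uM and acetyl-CoA 70uM, GCN5L2 20nM, 20 min incubation at room temperature.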
# An asterisk follows results filed as active; ? = inconclusive; nt = no result given; & = joins results of further samples. Calls follow the shape of the dose curve; as a rule, active = well fitted curve in the direction sought with a large enough effect; inconclusive = small, poorly fitted or top-dose-only effect, or another doubt; inactive = no such curve, though single readings can be large; an effect the other way counts as inactive or inconclusive. % is scaled to controls: 0 for no effect and ±100 for the full control effect; potency is read from the fitted curve at half-maximal effect. This is a subset; the hit share may differ from the screen's.
SMILES,DT40 TDP1 no CPT,DT40 TDP1 CPT,KAT2A inh
CCOC(=O)c1cccc(NC(=O)c2ccc3c(c2)nnn3C2CCCC2)c1,?,?,-9%
CCOc1ccccc1N(CC(=O)Nc1ccc(S(=O)(=O)N2CCOCC2)cc1)S(=O)(=O)c1ccc(Cl)cc1,?,?,-1%
CC(C)CC(=O)OC1C(N2CCOCC2)c2c(ccc(/C=C/C(=O)N3CCOCC3)c2O)OC1(C)C (centres undefined),?,?,-9%
N#CCCN(Cc1ccncc1)C(=S)NC1CC2C=CC1C2 (centres undefined),?,-27%,-4%
Cc1cccc(N2N=C(C(=O)Nc3nc(C)cs3)CCC2=O)c1,-11%,-3%,-16%
Cc1cccc(-n2c(O)c(C=Nc3ccc4c(c3)OCO4)c3ccccc3c2=O)n1,?,?,-3%
COc1ccc(NS(=O)(=O)c2cccc(C(=O)N/N=C/c3cn(-c4ccccc4)nc3-c3ccccc3)c2)cc1,?,16µM*,-15%
COc1ccccc1-c1nnc(SCC(=O)N2CCCC2)o1,-3%,9%,-3%
Cc1nnc(NC(=O)CSc2nnc(-c3ccco3)n2C(C)C)s1,-2%,7%,-5%
CN1C(C(=O)NCc2ccccc2)CC2Cn3c(nc4ccccc43)C21 (centres undefined),-7%,-5%,-12%
COCCn1c(SCC(=O)Nc2nc(C)cs2)nnc1C(C)C,-9%,-14%,-1%
CCc1cccc(NC(=O)c2snc3c(=O)[nH]cnc23)c1,-13%,-8%,-1%
O=C(NC1CCCCC1)c1ccc(CNc2ccccc2)o1,?,-23%,-6%
CC(=O)Nc1ccc(OCc2ccc3c(c2)OCO3)cc1,?,-3%,3%
CCCCN1CC(CO)Oc2cccc(F)c2S1(=O)=O (centres undefined),-20%,-1%,nt
N/C(Cc1cccs1)=N\OC(=O)COc1ccc(Br)cc1,-8%,9%,-16%
O=C(CSc1nnc(CNc2ccc(F)cc2)n1CC1CCCO1)N1CCOCC1 (centres undefined),-3%,-12%,-7%
CCCCN(C)C(=O)c1nc2ccccn2c1CN1CCN(c2ncccn2)CC1,-6%,-2%,0%
NC(N)=NS(=O)(=O)c1ccc(NC(=S)NC(=O)c2ccc3c(c2)OCO3)cc1,1%,0%,0%
COC(=O)C1=NN(c2ccccc2)C2(S1)SC(C(C)=O)=C(C)N2c1ccccc1 (centres undefined),?,?,-12%
Cc1ccc(C(=O)Cn2c(C(=O)O)cc3ccccc32)cc1,?,-4%,-11%
COc1cccc(NC(=O)Cc2nnc(SCCOc3ccccc3)n2C)c1,-30%,?,-1%
CCCCCOC(=O)Cn1c(=O)oc2ccc(C)cc21,-1%,-3%,-2%
CON(c1nc(Cl)nc(N(C)C)n1)S(=O)(=O)c1ccccc1Cl,?,5%,2%
Cn1c2c(c(=O)c3ccccc31)CCCC2,-18%,4%,-14%

# Brought forward from above: four entries, followed by the next part.
SMILES,DT40 TDP1 no CPT,DT40 TDP1 CPT,KAT2A inh
COc1cccc(NC(=O)Cc2nnc(SCCOc3ccccc3)n2C)c1,-30%,?,-1%
CCCCCOC(=O)Cn1c(=O)oc2ccc(C)cc21,-1%,-3%,-2%
CON(c1nc(Cl)nc(N(C)C)n1)S(=O)(=O)c1ccccc1Cl,?,5%,2%
Cn1c2c(c(=O)c3ccccc31)CCCC2,-18%,4%,-14%
CCc1nc2ccc(C(=O)NCCc3ccccc3OC)cc2nc1CC,?,?,-1%&-7%
CC1(C)SCC2C(=O)N3C(CSC3(C)C)C(=O)N21 (centres undefined),-19%,-15%,3%
CSc1nc(C)c(CCOC(=O)c2cccc(Cl)c2)c(=O)[nH]1,-27%,-25%,-7%
Cc1ccc(C)c(SCC(=O)NC2CCS(=O)(=O)C2)c1 (centres undefined),28%,4%,-2%
COc1ccccc1/C=C/c1nc2ccccc2s1,?,?,nt
Cc1ccc(CSc2nnc(-c3cccs3)n2C)cc1,-7%,-20%,0%
NC1=NC(=O)C2(COC(c3ccccc3Cl)OC2)S1 (centres undefined),1%,7%,-2%
Cc1ccc(-n2c3c(cc(-c4nc(-c5ccc(Cl)cc5)cs4)c2=O)C(=O)CC(C)(C)C3)cc1C,-6%,1%,3%
COc1cc(C(=O)NCc2nnc(SCC(=O)c3ccc(Cl)cc3)o2)cc(OC)c1OC,?,-19%,0%
CC(C)c1ccc(NC(=O)C2CCN(S(=O)(=O)c3ccc4c(c3)NC(=O)CO4)CC2)cc1,23µM*,?,2%
c1ccc(-n2nnnc2OCCOc2nnnn2-c2ccccc2)cc1,-27%,-26%,nt
CCn1c(CC(=O)Nc2ccccc2)nnc1SCC(=O)N1CCOCC1,-9%,8%,-1%
COc1ccc(C(=O)Nc2cc3c4c(c2)CC(=O)N4CCC3)cc1,-29%,-13%,-25%
CCOc1ccc(/C=C/C(=O)Nc2sc3c(c2C(=O)OC)C(C(=O)OC)CC3)cc1 (centres undefined),9.2µM*,9.2µM*,?
CN(C)c1c(Cl)cc(/C=C/c2ccnc3ccccc23)cc1Br,3.5µM*,4.5µM*,nt
Cc1ccc([C@H]2N[C@]3(CCCN(Cc4ccco4)C3=O)[C@H]3C(=O)N(Cc4ccccc4)C(=O)[C@@H]23)cc1,?,-16%,nt
C[C@@H]1CN([C@@H](C)CO)S(=O)(=O)c2ccc(Br)cc2O[C@H]1CN(C)C(=O)c1cccc(F)c1,?,-6%,nt
O=c1c2ccccc2nc(-c2cccs2)n1-c1cccc2ccccc12,21µM*,?,-9%
C=CCOn1c(=O)c(-c2ccc(Br)cc2)[n+]([O-])c2ccccc21,-11%,-6%,-4%
CC(=O)c1cccc(NC(=O)c2ccc(N(C)S(C)(=O)=O)cc2)c1,-26%,-13%,-14%
COCCN1C(=O)c2[nH]nc(-c3cc(C)ccc3O)c2C1c1ccc(C(C)C)cc1 (centres undefined),?,?,-14%
COc1ccc(N2CCN(S(=O)(=O)CCNC(=O)c3ccco3)CC2)cc1,-2%,-3%,0%
CCCn1cnnc1CNC(=O)C1CCC(=O)N(CCCc2ccccc2)C1 (centres undefined),1%,0%,-2%
COC(=O)CN1C(=O)CC(C)(C)S(=O)c2ccccc21 (centres undefined),0%,20%,-12%
CCOc1ccccc1NC(=O)CN1C(=O)COc2ccccc21,-6%,0%,-2%
# (more compounds)
SMILES,DT40 TDP1 no CPT,DT40 TDP1 CPT,KAT2A inh
Cc1nnc2ccc(-c3cccc(NC(=O)Cc4cccs4)c3)nn12,?,?,-15%
COC(=O)c1ccc(/C=C(\C#N)c2nc3ccccc3s2)cc1,-4%,-13%,-10%
COc1cccc(-c2ccc(=O)n(CC(=O)Nc3ccc(C(=O)N4CCCC4)cc3)n2)c1,-25%,-15%,-5%
Cc1ccccc1-n1c(SCc2cc(=O)n3ccccc3n2)nc2[nH]ncc2c1=O,-27%,?,-4%
Cc1[nH]n(-c2ccc([N+](=O)[O-])cc2)c(=O)c1C=NCCc1c(C)[nH]c2ccccc12,16µM*,16µM*,2%
CCC(=O)c1ccc(O)cc1,1%&1%,9%&-6%,0%
COc1cc(OC)cc(N2C(=O)N(CC(=O)c3ccc(F)cc3)c3ccccc3S2(=O)=O)c1,-19%,-21%,0%
COCCCNc1oc(-c2ccc(COc3ccc(Cl)cc3)o2)nc1C#N,?,16µM*,-17%
COc1ccc(CCNCC(=O)Nc2ccc(OC(F)F)cc2)cc1,-5%,-5%,2%
C/C(=N\NC(=O)c1ccc(C)cc1C)c1ccc(-n2ccnc2)cc1,-11%,-23%,4%
CN1CCN(Cc2nc(-c3cccs3)no2)CC1c1ccccc1 (centres undefined),-16%,?,-14%
N/C(=N\OC(=O)CCc1ccccc1)c1ccc(Br)cc1,-1%,-8%,?
Cc1cccc(CN2CCN(CC(=O)NCCc3ccc(Cl)cc3)C2=O)c1,?,-13%,-22%
CSc1ccc(Cn2nnc(C(=O)NCc3ccccc3)c2N)cc1,-7%,-12%,2%
Cc1ccc(C)c(N2CC(C(=O)O)CC2=O)c1 (centres undefined),17%,12%,-15%
CCOC(=O)CSc1nc2c(sc(=S)n2-c2ccccc2)c(=O)n1-c1ccc(OC)cc1OC,?,?,-3%
Cc1ccc(C)c(OCCn2cc(/C=C(\C#N)C(=O)NCc3ccco3)c3ccccc32)c1,-15%,-22%,1%
Cc1ccc(SCC(=O)N2CC(C)OC(C)C2)cc1 (centres undefined),3%,-25%,-8%
CCC(C)c1c(O)nc(SCC(=O)c2ccccc2)[nH]c1=O (centres undefined),?,?,1%
COc1cccc(N2CCN(CC(=O)Nc3ccc(S(=O)(=O)N4CCCCCC4)cc3)CC2)c1,13µM*,?,-6%
Cc1c(Cl)cccc1NC(=O)CNC(=O)Cc1n[nH]c(=O)c2ccccc12,-18%,?,0%
CCN(CC(=O)N1CCOCC1)S(=O)(=O)c1ccc(C)cc1,-12%,-12%,2%
O=C(N/N=C/C=C/c1ccco1)c1ccncc1,-27%,-46%,?
O=C(NCCN1CCC(n2c(=O)[nH]c3ccccc32)CC1)c1c(F)cccc1F,-33%,-23%,nt
C/C(Cn1nnc2ccccc21)=N\NC(=O)c1cccc(Br)c1,-1%,-2%,-4%

# Shown with bars between the fields: 6 of the compounds above.
Compound | DT40 TDP1 no CPT | DT40 TDP1 CPT | KAT2A inh
O=C(NCCN1CCC(n2c(=O)[nH]c3ccccc32)CC1)c1c(F)cccc1F | -33% | -23% | nt
COc1ccc(CCNCC(=O)Nc2ccc(OC(F)F)cc2)cc1 | -5% | -5% | 2%
Cc1ccc(C)c(N2CC(C(=O)O)CC2=O)c1 (centres undefined) | 17% | 12% | -15%
COc1cc(OC)cc(N2C(=O)N(CC(=O)c3ccc(F)cc3)c3ccccc3S2(=O)=O)c1 | -19% | -21% | 0%
Cc1ccccc1-n1c(SCc2cc(=O)n3ccccc3n2)nc2[nH]ncc2c1=O | -27% | ? | -4%
C/C(=N\NC(=O)c1ccc(C)cc1C)c1ccc(-n2ccnc2)cc1 | -11% | -23% | 4%

# (more compounds)
SMILES,DT40 TDP1 no CPT,DT40 TDP1 CPT,KAT2A inh
Cc1ccc(C)c(C(=O)CSc2nc3ccccc3c(=O)[nH]2)c1,?,2%,-4%
Cc1ccc2c(CC(=O)Nc3cccc(Cl)c3C)coc2c1,1%,-6%,-2%
COc1ccc(/C=N/OC(=O)Nc2ccccc2OC)cc1,1.6µM*,1.5µM*,-12%
COc1ccc(-c2cc(-c3c(O)c(OC)c4occc4c3OC)[nH]n2)cc1OC,21µM*,?,?
CCOC(=O)C1=C(CS(=O)(=O)c2cccc(C(F)(F)F)c2)NC(=O)NC1c1cccc(OC)c1 (centres undefined),?,?,-9%
Cc1ccc(N(CC(=O)N/N=C/c2cccs2)S(C)(=O)=O)cc1Cl,-4%,-10%,-1%
COc1ccccc1NC(=O)COC(=O)CCC1CCCC1,8%,-3%,-9%
CN(C(=O)c1cccc(NC(=O)Cc2ccc(NC(=O)C3CCN(C(=O)c4ccccc4)CC3)cc2)c1)C1CCCCC1,?,23µM*,nt
O=c1[nH]cnc2[nH]cc(CN3CCCCC3)c12,11%,6%,nt
CCCCn1c(N)c(N(CCOC)C(=O)CSCC(=O)Nc2cccc(C)c2)c(=O)[nH]c1=O,-1%,-3%,1%
CN(C)c1ccc(C(C(=O)NCc2ccccc2)N(Cc2cccnc2)C(=O)c2snc(C(N)=O)c2N)cc1 (centres undefined),16µM*,21µM*,-8%
COc1ccc(-c2ccc(CCC(=O)O)n2-c2cc(Cl)ccc2O)cc1,?,?,-5%
Cc1cc(C(=O)COc2cccnc2[N+](=O)[O-])c(C)n1-c1ccccc1F,9.2µM*,18µM*,0%
COC(=O)[C@@]1(C(C)C)N=C(c2cc(OC)c(OC)c(OC)c2)[C@]2(O1)C(=O)N(C)c1ccc(Cl)cc12,?,?,nt
Cn1nc(C(C)(C)C)cc1C(=O)O,0%,0%,-7%
COC(=O)CCNCCSc1nnc(-c2ccco2)n1Cc1ccccc1,8.2µM*,12µM*,-3%
CCOC(=O)N1CCN(C(=O)C2CCN(CC3CCCCC3)CC2)CC1,-4%,-5%,0%
O=C(NCCc1csc2nc(-c3ccc(F)cc3)nn12)c1cccc(C(F)(F)F)c1,?,?,-12%
